High-throughput results deposited in PubChem BioAssay by Broad Institute.
E-sel inducer: induces E-selectin expression in human endothelial cells; HUVEC E-selectin immunofluorescence imaging; normalized: neutral wells 0, TNF-alpha wells 100; activation, % at 7.58 µM; AID 686992; actives 0.37% (n = 260,000);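 active means mean E-selectin-positive cell signal at least 10% of the positive control, reached in at least 60% of replicates, without over 20% cell loss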;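 further: in these data hits start at about 27%; measured in HUVEC primary endothelial cells; signal is the percent of cells scored E-selectin positive by PE staining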
Target sequence (P16581 whole entry, looked up): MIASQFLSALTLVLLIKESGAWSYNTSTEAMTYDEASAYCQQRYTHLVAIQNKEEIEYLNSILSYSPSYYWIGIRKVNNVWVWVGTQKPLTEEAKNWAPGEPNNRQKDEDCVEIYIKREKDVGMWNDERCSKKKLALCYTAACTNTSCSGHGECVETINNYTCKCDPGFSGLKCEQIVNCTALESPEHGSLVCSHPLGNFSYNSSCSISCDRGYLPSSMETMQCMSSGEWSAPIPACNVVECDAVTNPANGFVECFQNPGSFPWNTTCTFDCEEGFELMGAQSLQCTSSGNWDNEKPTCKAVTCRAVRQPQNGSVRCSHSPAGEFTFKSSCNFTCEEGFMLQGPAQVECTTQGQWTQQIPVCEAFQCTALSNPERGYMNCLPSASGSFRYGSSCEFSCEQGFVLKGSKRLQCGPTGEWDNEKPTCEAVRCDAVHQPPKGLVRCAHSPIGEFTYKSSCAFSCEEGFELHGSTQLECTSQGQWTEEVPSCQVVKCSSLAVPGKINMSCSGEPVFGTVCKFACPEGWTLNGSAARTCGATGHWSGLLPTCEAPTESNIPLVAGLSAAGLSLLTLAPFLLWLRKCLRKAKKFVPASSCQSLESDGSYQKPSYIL
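assay system = HUVEC, human umbilical vein endothelial cells | input = 3,000 HUVEC seeded per well | medium = EGM-2 growth medium on 0.1% gelatin-coated wells | dosing = one compound dose added by pin transfer | signal = immunofluorescence imaging | read-out basis = % PE-positive cells | control set = TNF-alpha, DMSO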
ERAP1 inh: inhibitors of human ERAP1 aminopeptidase. actives 0.15% (n = 340,000). recombinant ERAP1, Leu-AMC fluorescence, 60 min. inhibition, % at 10.7 µM. Q9NZ08;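 active means mean replicate inhibition of at least 30%, or all replicates individually reaching that 30% level; inactive means mean below 30% and not every replicate reaching it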;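 further: 0% = neutral control wells and 100% = L-leucinethiol positive control wells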
RAD52 anneal inh: RAD52 (human) annealing inhibition | P43351 | recombinant RAD52 DNA annealing, FRET fluorescence | inhibition, % at 18.7 µM | actives 0.46% (n = 360,000) | AID 651710;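 active means every replicate showing at least 50% inhibition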
Target sequence (P43351 whole entry, looked up): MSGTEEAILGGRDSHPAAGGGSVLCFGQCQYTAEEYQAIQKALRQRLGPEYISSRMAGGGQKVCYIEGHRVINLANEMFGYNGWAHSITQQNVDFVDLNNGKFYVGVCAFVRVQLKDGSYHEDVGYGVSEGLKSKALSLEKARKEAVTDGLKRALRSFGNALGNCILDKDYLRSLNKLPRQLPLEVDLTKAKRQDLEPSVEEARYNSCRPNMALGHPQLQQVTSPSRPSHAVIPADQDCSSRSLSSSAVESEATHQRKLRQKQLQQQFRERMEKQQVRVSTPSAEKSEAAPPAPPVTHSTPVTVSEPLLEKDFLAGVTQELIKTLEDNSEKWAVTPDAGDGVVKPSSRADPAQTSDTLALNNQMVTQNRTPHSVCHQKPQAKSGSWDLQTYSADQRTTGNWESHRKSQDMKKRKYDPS
Cneo AK release: Cryptococcus neoformans lysis via adenylate kinase release; C. neoformans lysis, adenylate kinase release luminescence, 4 h; normalised: neutral wells 0, clomiphene wells 100; lysis activity, % at 15 µM; actives 0.2% (n = 360,000); AID 651654;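 active means mean lysis activity across replicates of at least 80%, whatever share of replicates individually reach that level; inactive means mean lysis activity below 80%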
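Test system: log-phase Cryptococcus neoformans yeast cells; Quantity: yeast cell density of 5 × 10^6 cells/mL; Buffer or medium: YPD; Doses: single compound concentration per well; Timing: 4 h at 37 °C static, read 1 h later; Measured by: AK luminescence; Read-out basis: lysis from increased AK signal; Control set: Clomiphene as positive control.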
PGC1a acetyl inh: lowers PGC1a acetylation signal in U2OS cells | actives 0.17% (n = 350,000) | inhibition, % at 15.6 µM | AID 651687 | AlphaScreen anti-acetyl-lysine; with virally co-expressed GCN5 acetyltransferase;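 active means every replicate shows inhibition of at least 40%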;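 further: 0% = neutral control wells and 100% = positive control wells; some results beyond the cut were filed as inactive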
miR122 inh: blocks miR-122 activity in Huh7 sensor cells; Huh7 miR-122 Renilla luciferase sensor, 48 h; neutral wells = 0, positive control = 100; activation (reporter increase), % at 12.5 µM; actives 0.3% (n = 340,000); AID 602342;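 active means mean replicate activation score at least 90 and every replicate individually at or above 90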;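 further: higher luciferase means less miR-122 activity so hits act as miR-122 inhibitors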
PglD DTNB: inhibitors of Campylobacter jejuni PglD acetyltransferase | actives 0.098% (n = 360,000) | purified PglD enzyme, DTNB colorimetric CoA detection | inhibition, % at 12.5 µM | AID 602405; in the data active means inhibition above about 16%, passing the limit was not always enough; further: strong numbers were not always called active
RAD54 inh: blocks human RAD54 Holliday junction branch migration | FAM/BHQ fluorescence | inhibition, % at 10.4 µM | Q92698 | actives 0.14% (n = 360,000);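 active means mean normalized replicate activity at least 40 and at least half of replicates scoring 40 or more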;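 further: 0% = median of neutral control wells and 100% = median of positive control wells; inhibitors cause a drop in the FAM fluorescence signal; in these data hits start at about 50%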
* = called active by the depositor; . = no result given; [ ] = remark or other dose.

No.	SMILES	E-sel inducer	ERAP1 inh	RAD52 anneal inh	Cneo AK release	PGC1a acetyl inh	miR122 inh	PglD DTNB	RAD54 inh
1	CCOc1ccc(NC(=S)Nc2cccc3ccccc23)cc1	-0.2	-1	-9	24	-5	10	1	1
2	Cc1ccc(-c2nnc(NCc3nc4ccccc4[nH]3)c3ccccc23)cc1S(=O)(=O)N1CCCCC1	-0.1	.	.	-2	.	-10	-4	-1
3	COc1ccc2[nH]c(=O)c(CN(Cc3ccco3)Cc3nnnn3Cc3ccccc3)cc2c1	.	.	.	1	3	7	4	-4
4	Cc1ccc(-n2cc(CN3CCNC(=O)CC3)c(-c3cccc(C)c3)n2)cc1	.	5	-13	-3	.	-6	5	5
5	COc1ccc2oc(C(=O)OCC(=O)N(C)c3ccccc3)c(C)c2c1	.	4	-14	-1	.	.	-3	2
6	C[C@H]1CN([C@@H](C)CO)C(=O)c2cc(NC(=O)CCC(F)(F)F)ccc2O[C@H]1CN(C)S(=O)(=O)c1ccccc1	-0.1	1	-1	0	-9	-7[16.7 µM]	7	-7
7	Cc1noc(C)c1S(=O)(=O)N(C)C[C@@H]1OCCCC[C@H](C)Oc2ccc(NC(=O)NC3CCCCC3)cc2C(=O)N([C@H](C)CO)C[C@H]1C	-0.3	2	-53	1	-13	20[16.7 µM]	0	-2
8	Cn1nccc1C(=O)N1CCCC(C(=O)c2ccc(Oc3ccccc3)cc2)C1 (stereo not given)	.	-4	-14	0	-8	12	7	-8
9	CC(C)(C)c1ccc(S(=O)(=O)CC(O)CSc2nc3c(cc2C#N)CCCC3)cc1 (stereo not given)	.	.	.	0	6	1	-3	5
10	C[C@@H]1CN([C@@H](C)CO)C(=O)c2cc(NC(=O)Nc3ccc4c(c3)OCO4)ccc2O[C@H]1CN(C)C(=O)Nc1cccc2ccccc12	-3.2	0	-11	0	-6	3[16.7 µM]	-2	7
11	C=CCN(C(=O)CCc1ccccc1OC)c1nc(-c2ccc(S(C)(=O)=O)cc2)cs1	-0.2	2	-15	1	.	-3	-6	6
12	C[C@H]1CN([C@@H](C)CO)C(=O)c2cc(NC(=O)c3ccncc3)ccc2O[C@H]1CN(C)Cc1ccncc1	-0.2	0	13	-11	6	3[16.7 µM]	3	8
13	O=S1(=O)c2cccc3cccc(c23)N1Cc1ccc(-c2nnco2)cc1	.	.	.	-9	8	10	1	-4
14	COc1ccc(C(=O)NCc2ccccc2)cc1Br	-0.2	-7	0	4	11	-1	-3	2
15	CN1C(=O)c2cc(NC(=O)c3ccccc3)ccc2OC[C@H]2O[C@H](CC(=O)NCC3CC3)CC[C@H]21	0.0	-1	-2	1	-3	-2[16.7 µM]	1	4
16	COc1ccc(CN(C)C(=O)c2cc(-c3ccccc3)nc3ccc(C)cc23)c(OC)c1OC	0.7	-2	-4	7	.	.	-2	1
17	COCC(=O)Nc1ccc2c(c1)OC[C@H](C)N(C(=O)Cc1cccnc1)C[C@H](C)[C@H](OC)CN(C)C2=O	-0.3	1	-8	-1	0	.	1	1
18	Cc1cc(C)cc(C(=O)N2CCC3(CC2)NCCc2[nH]cnc23)c1	.	-2	-14	1	.	3	-1	-2
19	FC(F)(F)c1cccc(-c2cc3nc(NCCOc4ccccc4)ccn3n2)c1	-0.6	2	-15	3	-6	.	3	-11
20	Cc1noc(C)c1NC(=O)N(C)C[C@H]1Oc2ccc(NC(=O)NC3CCCCC3)cc2CC(=O)N([C@H](C)CO)C[C@H]1C	-0.1	3	11	-2	-8	-5[16.7 µM]	7	-6
21	O=C(CSc1nc(O)c(C2CCCCC2)c(=O)[nH]1)Nc1ccccc1Cl	.	-3	-1	5	.	.	6	-2
22	Cc1ccccc1-c1ccc([C@@H]2[C@@H](CO)N3C(=O)CN(C(=O)Cc4ccccn4)C[C@H]23)cc1	0.2	0	15	.	-5	.	.	.
23	COC(=O)c1ccc(CNC(=O)C2CCC(=O)N(CCCc3ccccc3)C2)cc1 (stereo not given)	.	3	-11	-1	-4	1	-3	1
24	O=C(COC(=O)Cc1ccccc1F)NCCc1ccccc1	.	-1	-16	0	11	3	-7	0
25	COCC#Cc1ccc2c(c1)O[C@H](CN(C)Cc1ccc3c(c1)OCO3)[C@H](C)CN([C@H](C)CO)S2(=O)=O	0.1	-2	-7	2	4	60[16.7 µM]	3	4
26	O=C(C[C@@H]1C[C@@H]2c3cc(NC(=O)CC4CC4)ccc3O[C@@H]2[C@@H](CO)O1)NCc1ccccc1F	-0.1	1	-15	11	-8	-9[16.7 µM]	-2	-17
27	CN(C)S(=O)(=O)c1ccc2c(c1)nc(CCC(=O)NCC1CCCCC1)n2C	.	.	.	1	-7	164*	-2	-6
28	Nn1c(Cc2ccccc2F)nnc1SCC(=O)Nc1cccc(S(=O)(=O)NC2=NCCCCC2)c1	.	-1	-2	1	.	-1	2	4
29	COC(=O)c1nc2ccccn2c1F	-1.7	-5	-5	1	-4	4	0	-1
30	CC(C)(C)NC(=O)C(c1ccccn1)N(C(=O)C1CSC(=O)C1)c1ccc(F)cc1 (stereo not given)	.	.	.	-1	14	-8	1	-7

A draw from above in order of molecular weight, lowest first.
No.	SMILES	E-sel inducer	ERAP1 inh	RAD52 anneal inh	Cneo AK release	PGC1a acetyl inh	miR122 inh	PglD DTNB	RAD54 inh
24	O=C(COC(=O)Cc1ccccc1F)NCCc1ccccc1	.	-1	-16	0	11	3	-7	0
15	CN1C(=O)c2cc(NC(=O)c3ccccc3)ccc2OC[C@H]2O[C@H](CC(=O)NCC3CC3)CC[C@H]21	0.0	-1	-2	1	-3	-2[16.7 µM]	1	4
12	C[C@H]1CN([C@@H](C)CO)C(=O)c2cc(NC(=O)c3ccncc3)ccc2O[C@H]1CN(C)Cc1ccncc1	-0.2	0	13	-11	6	3[16.7 µM]	3	8

Continuation.
No.	SMILES	E-sel inducer	ERAP1 inh	RAD52 anneal inh	Cneo AK release	PGC1a acetyl inh	miR122 inh	PglD DTNB	RAD54 inh
31	CN1C[C@H]2[C@@H](c3ccccc31)[C@H](CO)N2Cc1ccccc1Cl	0.4	-3	6	-15	-5	-7[16.7 µM]	-2	-8
32	O=C(C[C@@H]1CC[C@H]2[C@@H](COC[C@H](O)CN2C(=O)c2ccccc2F)O1)NCc1ccccc1	0.0	-1	-9	-1	1	4[16.7 µM]	0	7
33	CSc1ncc(C(=O)O)n1-c1ccc(F)cc1	.	.	.	-1	3	-3	-13	-9
34	CC1CCc2[nH]c3ccc(C(=O)N(C)CC(=O)Nc4ccccc4Br)cc3c2C1 (stereo not given)	5.8	-2	3	-2	-18	8	3	5
35	CCOC(=O)C1CC=C(Cl)CC1C(=O)Nc1nccs1 (stereo not given)	.	.	.	0	3	-7	.	5
36	Cc1ccc(S(=O)(=O)N2CCCCC2)c(C)c1NS(C)(=O)=O	-1.4	-3	-9	0	6	7	5	2
37	O=C(NCc1ccc(F)cc1)c1cccs1	.	-2	3	3	.	-10	6	-10
38	Cc1nnsc1C(=O)N1CCN(c2ccc(F)cc2)CC1	.	.	-8	2	4	-12	4	-9
39	Cc1ccc(S(=O)(=O)N(C)C[C@@H]2Oc3ccc(NS(=O)(=O)c4ccc(Cl)cc4)cc3CC(=O)N([C@H](C)CO)C[C@H]2C)cc1	-0.4	0	-4	2	16	0[16.7 µM]	1	-1
40	CC(C)N1C(=O)N(c2ccc(Cl)cc2)C(C)(O)CC1(C)C (stereo not given)	-0.2	0	-15	-2	-1	4	2	0
41	O=C(NC(Cc1ccccc1)C(=O)O)C1CCN(S(=O)(=O)c2ccccc2C(F)(F)F)CC1 (stereo not given)	.	3	-14	3	10	0	-1	3
42	O=C(CSc1nc2[nH]c(=O)cc(O)c2s1)Nc1nncs1	.	0	-4	1	12	-2	-1	-5
43	CN1CCC(n2[nH]c(-c3ccccc3)c(Cc3ccccc3)c2=O)CC1	-0.2	-4	-14	9	-1	.	-5	3
44	C=CCn1c(N)cc(=O)nc1SCC(=O)Nc1ccc(C(=O)OCC)cc1	0.0	-4	-5	0	.	.	2	-4
45	Cc1ccc(S(=O)(=O)N(C)C[C@H]2OCCCC[C@H](C)Oc3ccc(NS(C)(=O)=O)cc3C(=O)N([C@@H](C)CO)C[C@H]2C)cc1	-0.2	4	5	-1	-7	17[16.7 µM]	0	0
46	O=C(Nc1nc(-c2ccccc2)cs1)c1ccc(Br)o1	.	.	.	-10	3	4	-1	5
47	O=C(NCC[C@@H]1CC[C@@H](NS(=O)(=O)c2cccc(F)c2)[C@H](CO)O1)C1CCC1	-0.9	1	10	-1	11	.	4	-12
48	NS(=O)(=O)c1ccc(CNC(=S)NC(=O)c2ccco2)cc1	-0.1	-2	-13	.	-3	1	.	.
49	CCCn1c(C)c(C(=O)OCC)c(O)c(-c2ccccc2)c1=O	.	.	-18	2	-11	-4	3	3
50	CSc1nc2ccccc2cc1/C=C(\C#N)c1ccc(Cl)c(Cl)c1	.	.	.	1	13	4	4	11
51	C[C@H]1CN([C@@H](C)CO)C(=O)c2cc(NC(=O)Cc3cn(C)c4ccccc34)ccc2O[C@@H]1CN(C)CC1CC1	0.4	0	16	.	-7	.	.	.
52	Cc1n[nH]c(=O)c2c(NC(=O)COC(=O)Cc3c(F)cccc3Cl)oc(C)c12	-0.7	0	-8	.	-8	-7	.	.
53	CCc1cc(=O)n2c([nH]c3ccccc32)c1C#N	.	.	.	-2	2	3	3	0

An excerpt from above in order of their number in RAD52 anneal inh, ascending.
cpd	SMILES	ERAP1 inh	RAD52 anneal inh	PGC1a acetyl inh	miR122 inh	PglD DTNB
42	O=C(CSc1nc2[nH]c(=O)cc(O)c2s1)Nc1nncs1	0	-4	12	-2	-1
37	O=C(NCc1ccc(F)cc1)c1cccs1	-2	3	.	-10	6
45	Cc1ccc(S(=O)(=O)N(C)C[C@H]2OCCCC[C@H](C)Oc3ccc(NS(C)(=O)=O)cc3C(=O)N([C@@H](C)CO)C[C@H]2C)cc1	4	5	-7	17[16.7 µM]	0

Three of the compounds above, with two lines to a compound.
Second line of a record: E-sel inducer, ERAP1 inh, RAD52 anneal inh, Cneo AK release, PGC1a acetyl inh, miR122 inh, PglD DTNB, RAD54 inh
#32 O=C(C[C@@H]1CC[C@H]2[C@@H](COC[C@H](O)CN2C(=O)c2ccccc2F)O1)NCc1ccccc1
  0.0, -1, -9, -1, 1, 4[16.7 µM], 0, 7
#33 CSc1ncc(C(=O)O)n1-c1ccc(F)cc1
  ., ., ., -1, 3, -3, -13, -9
#34 CC1CCc2[nH]c3ccc(C(=O)N(C)CC(=O)Nc4ccccc4Br)cc3c2C1 (stereo not given)
  5.8, -2, 3, -2, -18, 8, 3, 5
